Screens: PubChem, several laboratories
Y pestis TopoI – Y. pestis Topo-I inhibition via cleavage products | Y. pestis Topo-I cleavage product accumulation, plate reader | activity, % at 10 µM | hit rate 0.064% among 360,000; in the data active = activity above about 50%, passing the limit was not always enough; inconclusive = no clear call, values can overlap the other calls; also: inactives centre near 2
PrPC TRFRET – reduces human prion protein on the cell surface | P04156 | cell surface PrPC, TR-FRET read-out | inhibition, % at 13.8 µM | hit rate 0.43% among 370,000 | AID 720596; in the data active = inhibition above about 24%; also: 0% = median of the test wells and 100% = reference compound wells
CCHFV vOTU inh – CCHFV vOTU protease inhibition | Pep-AMC fluorescence | inhibition, % at 11.5 µM | hit rate 0.55% among 370,000 | AID 651958; in the data active = inhibition above about 30%; also: 0% = vehicle wells with enzyme and 100% = no enzyme wells
BoNT-F LC inh – BoNT F light chain protease inhibition; inhibition, % at 10 µM; hit rate 0.22% among 360,000; Multiplex microsphere protease cleavage assay, flow cytometry; in the data active = inhibition above about 35%, passing the limit was not always enough; inconclusive = no clear call, values can overlap the other calls; also: plate controls were buffer without enzyme for full effect and enzyme alone for no effect
Anthrax LF inh2 – blocks Bacillus anthracis lethal factor protease | multiplex microsphere protease cleavage assay, LF | inhibition, % at 10 µM | hit rate 0.12% among 360,000 | AID 588501; also: plate controls were buffer without enzyme for full effect and enzyme alone for no effect
BoNT A protease – BoNT A light chain protease inhibition; inhibition, % at 10 µM; hit rate 0.17% among 360,000; multiplex microsphere protease substrate cleavage, flow cytometry; also: plate controls were buffer without enzyme for full effect and enzyme alone for no effect
TcdB GH inh – blocks C. difficile toxin B glycohydrolase activity. hit rate 0.24% among 350,000. AID 652162. TcdB glycohydrolase enzymatic assay, plate reader. P18177. inhibition, % at 9.99 µM; in the data active = inhibition above about 10%
FadD28 binding – blocks FadD28 binding to the bisubstrate probe; fluorescence polarization; inhibition, % at 12.5 µM; hit rate 0.22% among 360,000; in the data active = inhibition above about 8.5%, passing the limit was not always enough; inconclusive = no clear call, values can overlap the other calls
PfHsp40 rescue – restores yeast growth despite PfHsp40 toxicity | S. cerevisiae expressing PfHsp40, growth rescue, ATP luminescence | growth rescue, % at 12.5 µM | hit rate 0.68% among 340,000; in the data active = growth rescue above about 28%, passing the limit was not always enough; inconclusive = no clear call, values can overlap the other calls;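 also: yeast W303a lacking pdr1 and pdr3 grown in galactose medium; growth measured after three days at 30 °C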
An asterisk follows results filed as active; & = joins results of further samples. Rule as the data show it, unless noted: active = inhibition above about 30%; inconclusive = no clear call, values can overlap the other calls; inactive = below that.

`CN(CCc1ccccc1)C(=O)c1ccc(NC(=O)Cc2ccc(NC(=O)C3CCCN(C(=O)C4CCCC4)C3)cc2)cc1` (stereo not given) gave Y pestis TopoI 23, PrPC TRFRET 10, CCHFV vOTU inh 1, BoNT-F LC inh -3, Anthrax LF inh2 -7, BoNT A protease 0.0, TcdB GH inh -0.2, FadD28 binding -0.9 and PfHsp40 rescue 2.9.
For Cc1noc(C)c1NC(=O)Nc1ccc2c(c1)C(=O)N([C@H](C)CO)C[C@H](C)[C@H](CN(C)C)O2 the results were Y pestis TopoI -9, PrPC TRFRET 3, CCHFV vOTU inh -4, BoNT-F LC inh -7, Anthrax LF inh2 1, BoNT A protease -0.2, TcdB GH inh -0.4&0.7, FadD28 binding -2.1 and PfHsp40 rescue -0.6.
Screening COc1ccc(NC(=O)CC2C(=O)N(C)C(=S)N2Cc2ccc3c(c2)OCO3)cc1 (stereo not given) returned Y pestis TopoI -3, PrPC TRFRET 3, CCHFV vOTU inh -1, BoNT-F LC inh -1, Anthrax LF inh2 1, BoNT A protease -0.1, FadD28 binding -2.3 and PfHsp40 rescue -0.6.
`CCOC(=O)c1c(N=CN(C)C)c(C#N)c2n1CCCC2` gave Y pestis TopoI -4, PrPC TRFRET 4, CCHFV vOTU inh 1, BoNT-F LC inh 7, Anthrax LF inh2 4, BoNT A protease 0.5, FadD28 binding -3.7 and PfHsp40 rescue 1.2.
For CC(C)C(=O)NCCc1c[nH]c2ccccc12 the results were Y pestis TopoI 1, PrPC TRFRET -4, CCHFV vOTU inh -2, BoNT-F LC inh -4, Anthrax LF inh2 1, BoNT A protease -0.3, FadD28 binding -1.9 and PfHsp40 rescue -1.1.
Screening O=C(CCOc1ccccc1)OCC(=O)c1cc2ccccc2o1 returned Y pestis TopoI 18, PrPC TRFRET 0, CCHFV vOTU inh 15, BoNT-F LC inh 1, Anthrax LF inh2 4, BoNT A protease 1.4, FadD28 binding -0.3 and PfHsp40 rescue 0.6.
`CCCC[C@@H]1C[C@H]1[C@@H](NC(=O)c1ccccc1)c1ccccc1C(F)(F)F` gave Y pestis TopoI 8, PrPC TRFRET 1, CCHFV vOTU inh -1, BoNT-F LC inh -6, Anthrax LF inh2 -3, BoNT A protease -0.3, TcdB GH inh 0.4, FadD28 binding -2.6 and PfHsp40 rescue -1.2.
Screening Fc1ccc(NC(=S)Nc2cccnc2)c(F)c1F returned Y pestis TopoI 3, PrPC TRFRET -2, CCHFV vOTU inh -8, BoNT-F LC inh -5, Anthrax LF inh2 -4, BoNT A protease -1.3, TcdB GH inh 0.3, FadD28 binding -0.1 and PfHsp40 rescue 3.1.
Screening CCCNC(=O)Cn1c(=O)n(C)c2ccccc21 returned Y pestis TopoI 1, PrPC TRFRET -1, CCHFV vOTU inh 5, BoNT-F LC inh -17, Anthrax LF inh2 -11, BoNT A protease -1.9, TcdB GH inh 1.1, FadD28 binding -0.6 and PfHsp40 rescue -1.3.
`CCC1Oc2ccc(C)cc2N(CC(=O)NCCCN2CCCC2)C1=O` (stereo not given) gave Y pestis TopoI 5, PrPC TRFRET -4, CCHFV vOTU inh -3, BoNT-F LC inh 2, Anthrax LF inh2 8, BoNT A protease 0.9, TcdB GH inh 1.1, FadD28 binding -1.1 and PfHsp40 rescue -0.9.
Screening CC(C)c1csc(CN2CCC(n3nccc3NC(=O)Cc3ccccc3)CC2)n1 returned Y pestis TopoI 8, PrPC TRFRET 6, CCHFV vOTU inh -7, BoNT-F LC inh -3, Anthrax LF inh2 5, BoNT A protease 0.3, TcdB GH inh 1.8, FadD28 binding -0.5 and PfHsp40 rescue 8.3.
Screening Cc1ccc(C2C(C#N)=C(N)Oc3nc(-c4ccccc4)[nH]c32)o1 (stereo not given) returned Y pestis TopoI -9, PrPC TRFRET -7, CCHFV vOTU inh 8, BoNT-F LC inh -3, Anthrax LF inh2 -10, BoNT A protease -0.1, FadD28 binding 3.7 and PfHsp40 rescue -0.6.
For CC(C)CCN1C(=O)c2ccc(C(=O)NCc3ccccn3)cc2C1=O the results were Y pestis TopoI 15, PrPC TRFRET -6, CCHFV vOTU inh -6, BoNT-F LC inh 6, Anthrax LF inh2 -2, BoNT A protease 1.2, TcdB GH inh 0.8, FadD28 binding -0.7 and PfHsp40 rescue 1.9.
Screening Cc1sc(N/N=C/c2cc([N+](=O)[O-])ccc2O)nc1-c1ccccc1 returned Y pestis TopoI 0, PrPC TRFRET 4, CCHFV vOTU inh 6, BoNT-F LC inh 3, Anthrax LF inh2 0, BoNT A protease -0.5, TcdB GH inh 0.6, FadD28 binding -3.5 and PfHsp40 rescue -0.5.
For CCOC(=O)c1sc(NC(=O)c2ccc(CC)s2)nc1C the results were Y pestis TopoI 3, PrPC TRFRET 7, CCHFV vOTU inh -6, BoNT-F LC inh 2, Anthrax LF inh2 -2, BoNT A protease 1.9, FadD28 binding -2.0 and PfHsp40 rescue -0.8.

3 entries drawn at random from the list so far, as already listed:
Screening Fc1ccc(NC(=S)Nc2cccnc2)c(F)c1F returned Y pestis TopoI 3, PrPC TRFRET -2, CCHFV vOTU inh -8, BoNT-F LC inh -5, Anthrax LF inh2 -4, BoNT A protease -1.3, TcdB GH inh 0.3, FadD28 binding -0.1 and PfHsp40 rescue 3.1.
`CCC1Oc2ccc(C)cc2N(CC(=O)NCCCN2CCCC2)C1=O` (stereo not given) gave Y pestis TopoI 5, PrPC TRFRET -4, CCHFV vOTU inh -3, BoNT-F LC inh 2, Anthrax LF inh2 8, BoNT A protease 0.9, TcdB GH inh 1.1, FadD28 binding -1.1 and PfHsp40 rescue -0.9.
Screening Cc1ccc(C2C(C#N)=C(N)Oc3nc(-c4ccccc4)[nH]c32)o1 (stereo not given) returned Y pestis TopoI -9, PrPC TRFRET -7, CCHFV vOTU inh 8, BoNT-F LC inh -3, Anthrax LF inh2 -10, BoNT A protease -0.1, FadD28 binding 3.7 and PfHsp40 rescue -0.6.

The listing continues:
Screening CCOC(=O)[C@H]1[C@H]2COc3ccc(Br)cc3[C@H]2N2C(=O)CN(Cc3ccc(C)cc3)C(=O)[C@@]12C returned Y pestis TopoI 32, PrPC TRFRET 4, CCHFV vOTU inh 22, BoNT-F LC inh 3, Anthrax LF inh2 -3, BoNT A protease -0.3, TcdB GH inh 0.2, FadD28 binding -3.1 and PfHsp40 rescue 0.4.
Screening CCN(c1ccc(OC)cc1)S(=O)(=O)c1nnc(NC(=O)c2ccccc2Cl)s1 returned Y pestis TopoI 11, BoNT-F LC inh 11, Anthrax LF inh2 7, BoNT A protease 9.9, FadD28 binding -2.3 and PfHsp40 rescue 0.3.
Screening CCc1nnc(SCC(=O)Nc2ccc(NC(C)=O)cc2)n1-n1cccc1 returned Y pestis TopoI -3, PrPC TRFRET 5, CCHFV vOTU inh 11, BoNT-F LC inh inconclusive, Anthrax LF inh2 1, BoNT A protease 1.0, TcdB GH inh 0.1, FadD28 binding -0.4 and PfHsp40 rescue -0.6.
For COc1cccc(C(=O)C2=NN(C(C)=O)CC2c2ccco2)c1 (stereo not given) the results were Y pestis TopoI -6, PrPC TRFRET -12, CCHFV vOTU inh 7, BoNT-F LC inh 0, Anthrax LF inh2 -2, BoNT A protease 0.1, TcdB GH inh 6.0, FadD28 binding -1.8 and PfHsp40 rescue -0.5.
`CC1(C(=O)NS(=O)(=O)c2cccc(C#N)c2)CCN1C(=O)C1(c2ccc(Cl)cc2)CC1` (stereo not given) gave Y pestis TopoI 7, PrPC TRFRET 1, CCHFV vOTU inh -2, BoNT-F LC inh 2, Anthrax LF inh2 5, BoNT A protease -0.1, TcdB GH inh -0.2 and FadD28 binding -0.5.
Screening COc1cccc(NC(=O)CN2CCSc3ccccc32)c1 returned Y pestis TopoI 4, PrPC TRFRET 6, CCHFV vOTU inh 9, BoNT-F LC inh -2, Anthrax LF inh2 -1, BoNT A protease -0.6, TcdB GH inh 1.8, FadD28 binding -3.6 and PfHsp40 rescue 0.2.
`O=C(O)c1cn(Cc2ccccc2)nc1-c1ccccc1` gave Y pestis TopoI 3, PrPC TRFRET 6, CCHFV vOTU inh 6, BoNT-F LC inh -6, Anthrax LF inh2 -5, BoNT A protease -0.2, TcdB GH inh 2.1, FadD28 binding -2.9 and PfHsp40 rescue 1.4.
Screening Cc1ccc(NC(=O)CN2CCN(C)CC2)cc1S(=O)(=O)N1CCOCC1 returned Y pestis TopoI -11, PrPC TRFRET -2, CCHFV vOTU inh -3, BoNT-F LC inh inconclusive, Anthrax LF inh2 inconclusive, BoNT A protease inconclusive, TcdB GH inh 1.3, FadD28 binding -2.9 and PfHsp40 rescue -1.4.
CCNc1cc(S(=O)(=O)C(F)(F)F)ccc1N was read as Y pestis TopoI 2, PrPC TRFRET 4, CCHFV vOTU inh 1, BoNT-F LC inh -9, Anthrax LF inh2 0, BoNT A protease -1.2, FadD28 binding -1.1 and PfHsp40 rescue 1.7.
`CCc1nnc(NC(=O)c2ccc(-c3cccc(C(F)(F)F)c3)o2)s1` gave Y pestis TopoI -4, PrPC TRFRET 2, CCHFV vOTU inh -14, BoNT-F LC inh 0, Anthrax LF inh2 2, BoNT A protease 0.3, FadD28 binding -1.0 and PfHsp40 rescue 22.
Cc1cc(NC(=O)CCN2CCN(C)CC2)ccc1Br was read as Y pestis TopoI -10, PrPC TRFRET 6, CCHFV vOTU inh -4, BoNT-F LC inh inconclusive, Anthrax LF inh2 12, BoNT A protease 1.3, TcdB GH inh -2.9, FadD28 binding -1.0 and PfHsp40 rescue -2.0.
Cc1ccc(S(=O)(=O)NCC(=O)N2CCCC2C(=O)O)cc1 (stereo not given) was read as Y pestis TopoI -9, PrPC TRFRET 4, CCHFV vOTU inh -9, BoNT-F LC inh -18, Anthrax LF inh2 0, BoNT A protease -4.1, TcdB GH inh -1.4 and PfHsp40 rescue -0.6.
`Cc1cc(C)n(NC(=S)NC2CCCC2)c(=O)c1C#N` gave Y pestis TopoI 1, PrPC TRFRET 12, CCHFV vOTU inh 5, BoNT-F LC inh inconclusive, Anthrax LF inh2 -12, BoNT A protease -5.0, TcdB GH inh 0.1, FadD28 binding -1.3 and PfHsp40 rescue -0.2.
Screening CN(C)S(=O)(=O)N1CCN(c2ccnc3cc(Cl)ccc23)CC1 returned Y pestis TopoI 4, BoNT-F LC inh inconclusive, Anthrax LF inh2 14, BoNT A protease -1.3, FadD28 binding -4.3 and PfHsp40 rescue -0.4.
`COc1ccc(CNC(=O)C(OC(=O)c2cccs2)C(C)C)cc1` (stereo not given) gave Y pestis TopoI -5, PrPC TRFRET 3, CCHFV vOTU inh 10, BoNT-F LC inh -3, Anthrax LF inh2 0, BoNT A protease 1.2, TcdB GH inh 1.1, FadD28 binding 1.0 and PfHsp40 rescue 1.7.
For C/C=C(/C)C(=O)Nc1cccc(C2=NOC3(C2)C[C@@H](C(N)=O)N(C(=O)/C=C/CC)C3)c1 (stereo not given in full) the results were Y pestis TopoI 3, PrPC TRFRET 3, CCHFV vOTU inh 8, BoNT-F LC inh -3, Anthrax LF inh2 -5, BoNT A protease -0.2, TcdB GH inh 0.6, FadD28 binding -2.0 and PfHsp40 rescue 0.4.
`Cc1c(Cl)cccc1NC(=S)N1CCN(Cc2ccccc2)CC1` gave Y pestis TopoI 11, PrPC TRFRET 4, CCHFV vOTU inh -2, BoNT-F LC inh 1, Anthrax LF inh2 2, BoNT A protease -0.1, FadD28 binding -1.9 and PfHsp40 rescue 0.8.
`COC(=O)c1ccccc1NS(=O)(=O)c1c(C)noc1C` gave Y pestis TopoI -1, PrPC TRFRET 3, CCHFV vOTU inh 6, BoNT-F LC inh -4, Anthrax LF inh2 1, BoNT A protease -1.2, TcdB GH inh -5.9, FadD28 binding -1.2 and PfHsp40 rescue -1.7.
`CCOC(=O)/C(N=Nc1c(C)n(C)n(-c2ccccc2)c1=O)=C(\C)O` gave Y pestis TopoI -2, PrPC TRFRET -15, CCHFV vOTU inh 14, BoNT-F LC inh -2, Anthrax LF inh2 -1, BoNT A protease -0.2, FadD28 binding -1.0 and PfHsp40 rescue -0.3.
`O=C(CCN1C(=O)c2ccccc2C1=O)NCc1cccc(Cl)c1` gave Y pestis TopoI -5, PrPC TRFRET -9, CCHFV vOTU inh 1, BoNT-F LC inh -10, Anthrax LF inh2 3, BoNT A protease -1.0, TcdB GH inh 0.5, FadD28 binding -1.8 and PfHsp40 rescue -0.8.
